# 12-LOX inh: Primary qHTS assay for inhibitors of human arachidonate 12S-lipoxygenase (ALOX12): Round 2; Polyunsaturated fatty acid lipoxygenase ALOX12 (Homo sapiens), P18054; purified 12hLO, xylenol orange hydroperoxide absorbance; Potency, µM (series often up to 108 µM), for the others: top-dose activity change, negative = inhibition, usual class: inhibitors; actives 1.1% (n = 580,000); AID 1671190, 2021; active means well fitted inhibition curve with a large enough effect; inconclusive means small, poorly fitted or top-dose-only effect, or another doubt; inactive means no such curve, though single readings can be large or run the other way; further: potency means the concentration at half of the fitted maximal effect
# Target sequence (P18054 whole entry, looked up): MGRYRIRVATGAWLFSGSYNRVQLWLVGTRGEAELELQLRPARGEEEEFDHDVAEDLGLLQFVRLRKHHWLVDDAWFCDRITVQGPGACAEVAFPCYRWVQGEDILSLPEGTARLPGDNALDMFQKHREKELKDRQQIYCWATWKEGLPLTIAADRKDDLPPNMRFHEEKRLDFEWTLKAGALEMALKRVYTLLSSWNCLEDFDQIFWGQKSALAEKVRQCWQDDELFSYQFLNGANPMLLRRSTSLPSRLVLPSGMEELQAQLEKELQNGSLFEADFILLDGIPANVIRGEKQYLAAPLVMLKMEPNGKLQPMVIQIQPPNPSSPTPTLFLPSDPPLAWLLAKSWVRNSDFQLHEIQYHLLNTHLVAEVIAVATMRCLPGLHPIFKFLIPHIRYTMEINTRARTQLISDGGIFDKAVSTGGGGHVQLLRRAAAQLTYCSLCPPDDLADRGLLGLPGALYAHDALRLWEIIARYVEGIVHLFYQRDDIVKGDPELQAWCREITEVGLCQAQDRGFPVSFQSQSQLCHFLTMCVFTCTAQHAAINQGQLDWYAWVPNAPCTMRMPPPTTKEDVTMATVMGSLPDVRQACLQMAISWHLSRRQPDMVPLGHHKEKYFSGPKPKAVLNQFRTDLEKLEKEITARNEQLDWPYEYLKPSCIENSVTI
#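 Purified human 12hLO at 150 nM in 25 mM Hepes, 0.01% Triton X-100, pH 7.0, preincubated 15 min at room temperature with compound. Reaction started with 40 uM arachidonic acid, 30 min at room temperature. Hydroperoxide measured by Fe-xylenol orange, 573/405 nm absorbance ratio.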
# LDHA block: qHTS assay for inhibitors of human lactate dehydrogenase; purified LDHA, NADH/diaphorase-resazurin fluorescence; hits give low values; actives 0.15% (n = 480,000); activity change, % (values are at about 110 or 230 µM); AID 1347041, 2019; in the data active means activity change below about -30%; inconclusive means mostly about -25% to -30%;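 further: plate controls were DMSO wells for no effect and wells without enzyme for full effect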
#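 Enzyme activity of human lactate dehydrogenase 5 (2 nM; 0.06 mM NADH, 0.2 mM pyruvate, 5 min, RT) is measured via a resazurin/diaphorase fluorescence readout of residual NADH.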
# Starred values were filed as active, the others as inactive; u = inconclusive; [ ] = remark or other dose. Unless noted, on the % scale 0 is the no-effect control and ±100 the full control effect. An excerpt. The share of hits here may be higher or lower than overall.
SMILES,12-LOX inh,LDHA block
CC(C)(C)NC(=O)C(Sc1ccccc1)c1ccccc1 (stereo unspecified),-8.6%,-2.2
CCCCCn1nc(C(=O)Nc2cccc(OC)c2)c2ccccc2c1=O,5.4%,11.0
Cc1ccc(-c2nc3cc(C)c(Br)c(C)n3c2CC2CCCCC2)cc1,u,-7.9
Cc1sc(-c2cscn2)cc1Br,-9.8%,-5.4
Cc1ccc(NC(=O)CSc2nc3ccc(S(=O)(=O)N4CCOCC4)cc3[nH]2)cc1Cl,-38.3%,-4.0
COc1ccc(NC(=O)c2ccc(-n3cccn3)cc2)c(OC)c1,16.5%,-8.4
CC(=O)N1CCC(C(=O)Nc2ccc(Br)cc2F)CC1,4.2%,-4.8
O=c1c2ccccc2cnn1CN1CCN(S(=O)(=O)c2ccccc2Cl)CC1,-1.3%,2.7
CCOC(=O)c1cnc2c(Cl)cccc2c1Nc1ccc(OCC)cc1,9.6%,-5.6
CCOC(=O)c1noc2c1CCC2,2.7%,-11.0
CN(Cc1ccccc1)c1nc2c(c(=O)n(C)c(=O)n2C)n1CCSc1nc2ccccc2o1,-1.6%,2.6
O=C(Nc1ccccc1N1CCCCCC1)C1CCN(S(=O)(=O)c2cc(F)ccc2F)CC1,-26.4%,-5.3
O=C(NCCN1CCCCC1)C1CCCC1,-4.6%,4.4
CCCCCCn1c(N2CCN(Cc3c(Cl)cccc3Cl)CC2)nc2c1c(=O)[nH]c(=O)n2C,-44.0%,u
Cc1cc(C)n(-c2nc3c(c(=O)n(CCN4CCOCC4)c(=O)n3C)n2C(C)C)n1,34.1%[activator],-1.0
O=C(Cc1csc(-c2ccccc2Cl)n1)Nc1nc(C2CC2)cs1,-2.7%,3.2
CCOc1ccc(OCC)c(C(=O)NCc2coc(-c3cccs3)n2)c1,-7.8%,0.6
C#CCNC(=O)/C=C/c1ccc(C)s1,-0.5%,11.7
Cc1ccc(-c2noc(CNC(=O)Nc3ccccc3)n2)cc1,-6.6%,7.8
CCCC1CCC(c2ccc(C(=O)O)cc2)CC1 (stereo unspecified),0.4%,-0.7
FC(F)(F)C1(C(F)(F)F)C2C=CC(C2)N1c1ncccn1 (stereo unspecified),-23.2%,0.3
O=[N+]([O-])c1ccc(Cl)c2ncccc12,u,8.4
O=C(NC1(c2ccccc2)CCC1)c1cnc(-c2ccccc2)nc1,u,11.2
O=C(Cn1ncc2ccccc2c1=O)NCC1CCCCC1,u,-4.9
CCCN(CC1CC1)c1cc2c(c3c1ccn3C)C1CCC2C1 (stereo unspecified),-18.9%,-1.3
N#Cc1ccc(CCC(=O)Nc2ccc3ccccc3n2)cc1,2.1%,1.6
O=C(Cc1noc(C(=O)NCc2ccccn2)n1)Nc1cccc2ncccc12,43.8%[activator],-4.2
Cc1nn(CC(=O)Nc2ccc(I)cc2)c(=O)c2ccccc12,u,13.7
CCOc1ccc(/C(=N/O)C(C)NO)cc1 (stereo unspecified),u,-2.8
CCN(CC)CCN(CC(C)C)C(=O)c1sccc1C,u,6.9
CCNC(=O)COc1ccc(NC(=O)c2ccc3c(c2)NC(=O)CS3)cc1,12.7%,2.5
CCOC(=O)C1=CCC(c2ccc(C)cc2)N(S(=O)(=O)c2ccc(C)cc2)C1 (stereo unspecified),3.3%,-0.5
COC(=O)CCNC(=O)C(c1ccccc1)c1ccccc1,-16.4%,3.9
Cc1ccc(-n2ncc3c(NC4CCCCCC4)ncnc32)cc1C,-5.6%,8.0
CC(C)(C)C(=O)COC(=O)c1ccccc1SCC1CCCO1 (stereo unspecified),-54.4%,8.5
CCCCC(CC)CNC(=S)Nc1ccc(C(C)CC)cc1 (stereo unspecified),u,5.4
Cn1nc(C(=O)OCC(=O)NC(C)(C)C)c2ccccc2c1=O,-0.6%,4.7
Cc1cc(C(=O)N2CC=C(c3ccccc3)CC2)c(C)s1,-37.3%,-1.3
CC(C)NC(=O)/C(C#N)=C/c1ccc(C(=O)O)cc1,22.4µM*,2.0
CC(=O)Nc1cccc(-c2ccnc3c2CC(C(=O)NCc2ccco2)O3)c1 (stereo unspecified),-2.9%,1.7
Cc1ccc(C(=O)Cn2cnc3c2c(=O)n(C)c(=O)n3C)cc1C,-37.1%,-5.6
CCOC(=O)c1sc(NC(C)C)nc1C(F)(F)F,-9.3%,2.6
CC(C)(C(=O)N1CCC1(C)C(=O)NS(=O)(=O)c1ccc(C#N)cc1)c1ccccc1 (stereo unspecified),0.8%,-7.5
CCOC(=O)[C@]12CCC=C1N(Cc1cccc3ccccc13)C(=O)[C@H](CC(=O)N1CCOCC1)C2,1.8%,3.0
N#Cc1ccsc1NC(=O)c1ccccc1Cc1ccccc1,-45.9%,0.6
CC1(C(=O)Nc2cccc3ncccc23)CCN1C(=O)CCc1ccccc1 (stereo unspecified),5.2%,-1.4
O=S(=O)(Cc1ccccc1)C(Cl)(Cl)C(F)(F)C(F)(F)C(F)(F)C(F)F,u,10.3
COCCN1C(=O)COc2ccccc2C1C(=O)NC1CCCC1 (stereo unspecified),u,1.9
COc1ccccc1C(NC(=O)Cc1ccccc1Cl)c1nccn1C (stereo unspecified),36.4%[activator],-14.6
Cc1ccc(NC(=O)CSc2nnc(Cc3ccccc3)o2)cc1Cl,-7.4%,-1.6
CC(=O)Nc1cccc(-c2ccnc3c2CC(C)(C(=O)Nc2ccccc2)O3)c1 (stereo unspecified),-0.3%,-10.9
CCC(=O)N1CCC(C)(C(=O)Nc2ccc(OC)c(OC)c2)C1 (stereo unspecified),11.4%,2.9
COc1ccc(S(=O)(=O)Oc2ccc3c(c2)O/C(=C\c2cccc(OC)c2)C3=O)cc1,-0.4%,0.0
CC(=O)c1cccc(OC(=O)c2ccc3c(c2)CCCC3)c1,1.2%,9.4
CCCCN(Cc1ccccc1)C(=O)c1cc2c(=O)n3ccccc3nc2n1C,-27.2%,-10.6
CCn1c(-c2ccc(O)c(OC)c2)nc2c1c(=O)[nH]c(=O)n2Cc1ccccc1,u,30.6
Cc1ccc(-c2cc(NC(=O)C(C)C)c(=O)n(CC(=O)Nc3cccc(C(F)(F)F)c3)n2)cc1,-18.6%,1.4
CC(C)NC(=O)C1(C)CN(S(C)(=O)=O)CC(=O)N1Cc1cccc(F)c1 (stereo unspecified),8.7%,-3.9
O=[N+]([O-])C=C(c1ccccc1)c1ccccc1,-18.2%,7.8
O=C(Nc1ccccc1)Nc1nnc(C2CCCC2)s1,-0.5%,-2.7

# Among those listed so far, these have a thiophene ring, fused or not.
SMILES,12-LOX inh,LDHA block
Cc1sc(-c2cscn2)cc1Br,-9.8%,-5.4
CCOc1ccc(OCC)c(C(=O)NCc2coc(-c3cccs3)n2)c1,-7.8%,0.6
C#CCNC(=O)/C=C/c1ccc(C)s1,-0.5%,11.7
CCN(CC)CCN(CC(C)C)C(=O)c1sccc1C,u,6.9
Cc1cc(C(=O)N2CC=C(c3ccccc3)CC2)c(C)s1,-37.3%,-1.3
N#Cc1ccsc1NC(=O)c1ccccc1Cc1ccccc1,-45.9%,0.6

# Later entries
SMILES,12-LOX inh,LDHA block
CCN(CC#N)CC(=O)NC1(C#N)CCCC1,-21.7%,0.3
Cn1c(=O)c2nc(SCC(=O)O)n(CCc3ccccc3)c2n(C)c1=O,u,-3.3
Cc1cc(Br)c(NC(=O)C(C)C)cc1C,10.7%,-3.4
CCN(C(=O)Cc1nc(-c2cccs2)oc1C)c1ccc(F)cc1,37.6%[activator],-2.8
Cc1cccc(NC(=O)NCc2nc(-c3cccc(C)c3)no2)c1,45.3%,13.3
Cc1c(C)n(Cc2ccccn2)c2ncnc(NCc3ccccn3)c12,17.1%,0.5
CC(=O)c1cccc(NC(=O)Cc2c(C)[nH]n(-c3nc(-c4ccc(Cl)cc4)cs3)c2=O)c1,16.6%,1.1
COCCNC(=O)C1CCCN(Cc2ccc(C(C)C)cc2)CC1 (stereo unspecified),12.7%,2.6
CCc1ccc2oc(C(=O)Nc3c(C)cccc3C)cc(=O)c2c1,1.7%,4.1
CC(C)(C)C(=O)NCC(O)COc1ccc(C(F)(F)F)cc1 (stereo unspecified),-14.7%,-1.7
CCCn1nc(C(=O)NCC2CCCCC2)c2ccccc2c1=O,-29.0%,-4.0
CSc1cccc(NC(=O)c2sccc2C)c1,3.7%,-1.4
CCOCCOc1nc2c(c(=O)n(C)c(=O)n2C)n1Cc1ccccc1,-0.6%,9.2
CCc1[nH]c(C(=O)OC(C)C(=O)NC2CCCC2)c(C)c1C(=O)OC (stereo unspecified),9.4%,9.7
CC1(C)CC(=O)C2=C(C1)NC(Nc1nc3ccccc3o1)=NC2c1ccc(F)cc1 (stereo unspecified),8.2%,-6.3
CCc1nnc(NC(=O)c2cc(-c3ccc(C)cc3)nc3ccccc23)s1,5.3%,7.1
CCCc1nc2c(-c3ccc(Cl)cc3)c(C)[nH]n2c(=O)c1Cl,-11.8%,-1.7
Cc1cc(C)c2nc(N3CCC(C(=O)NCc4ccccc4C)CC3)sc2c1,u,-8.2
CNC(=O)c1ccc(NC(=O)c2ccc(C(C)(C)C)cc2)cc1,5.5%,-0.9
CC(NC(=O)C1CCCc2ccccc21)c1ccc(Br)cc1 (stereo unspecified),u,12.6

# Laid out differently: entries from further up
Cc1cc(C)n(-c2nc3c(c(=O)n(CCN4CCOCC4)c(=O)n3C)n2C(C)C)n1
- 12-LOX inh: 34.1%[activator]
- LDHA block: -1.0
CC1(C)CC(=O)C2=C(C1)NC(Nc1nc3ccccc3o1)=NC2c1ccc(F)cc1 (stereo unspecified)
- 12-LOX inh: 8.2%
- LDHA block: -6.3
Cc1cc(C)c2nc(N3CCC(C(=O)NCc4ccccc4C)CC3)sc2c1
- 12-LOX inh: u
- LDHA block: -8.2

# (continued)
SMILES,12-LOX inh,LDHA block
Cc1c(C(=O)OCC(=O)NCC2CCCO2)sc2cccc(F)c12 (stereo unspecified),8.0%,u
O=C(Nc1ccccc1NS(=O)(=O)c1cccs1)c1ccc([N+](=O)[O-])cc1,-7.0%,-1.7
CC(C)C[C@@H](CN1CCC[C@H]1CN1C(=O)C(=O)NC[C@@H]1Cc1ccccc1)N1C[C@H](Cc2ccccc2)N(CC2CCCCCC2)C(=O)C1=O,-7.0%,-4.2
O=C(Nc1ccc(F)c(Cl)c1)c1cc(C2CCCCN2C(=O)c2ccc3c(c2)CCO3)on1 (stereo unspecified),11.0%,-9.0
CC/C=C(/C)C(=O)N1CCN(C(=O)c2cccs2)CC1,u,2.9
CCCS(=O)(=O)NC(=O)C1(C)CCN(C(=O)c2ccnc(Cl)c2)C1 (stereo unspecified),-0.8%,-8.9
Cc1cc(C)cc(OC(C)C(=O)Nc2ccc3nsnc3c2)c1 (stereo unspecified),3.3%,-17.5
Cc1ccc(-n2nnnc2SCc2cc(Cl)c3c(c2)OCCCO3)cc1,-18.0%,8.5
CC(C)NCc1ccco1,-25.0%,0.0
CCNC(=O)C1CCCN(C(=O)c2ccc3c(c2)CCO3)CC1 (stereo unspecified),-3.8%,-6.2
COc1ccc(Cl)cc1NC(=O)C1CCCN(c2ccc3nncn3n2)C1 (stereo unspecified),48.7%[activator],-0.8
COc1ccc(C(=O)Oc2cccc(C)c2C)cc1I,3.0%,0.3
CC(C)N(/C=C/C(=O)C(F)(F)F)C(C)C,3.2%,-3.0
O=C(/C=C/c1cccs1)OCC(=O)c1ccc2c(c1)-c1ccccc1C2,-7.1%,10.2
CCOC(=O)C1=CCC(c2cccn2C(=O)OC(C)(C)C)N(S(=O)(=O)c2ccc(C)cc2)C1 (stereo unspecified),67.3%[activator],-3.5
CC(C)(C)C(=O)NC1CCCc2ccccc21 (stereo unspecified),39.1%,-12.5
O=C(COC(=O)c1ccccc1-c1ccc(C(F)(F)F)cc1)c1ccc([N+](=O)[O-])cc1,u,7.2
Cc1ccc(C(=O)N/C(=C\c2ccc(-c3ccc(Cl)cc3Cl)o2)C(=O)NC(C)(C)C)cc1,0.4%,-0.6
CCC(=O)N(CCC1(CCC(C)C)CCOC(C)(C)C1)Cc1ccccc1 (stereo unspecified),-66.0%,12.0
CC(C)(C)C(=O)NC(Nc1ccccc1)C(Cl)(Cl)Cl (stereo unspecified),u,3.9
COc1cc(C#N)ccc1OC(C)C(=O)Nc1cc(C)ccc1C (stereo unspecified),-2.0%,-9.5
COc1cc2[nH]c(C)c(-c3ccccc3)c(=O)c2cc1Cl,-29.6%,-6.3
CCOC(=O)c1sc(NC(=O)C(NC(=O)c2ccc(F)cc2)C(C)C)nc1C (stereo unspecified),8.3%,6.5
CC(C)N1C(C(=O)Nc2ncccn2)=C(O)c2ccccc2S1(=O)=O,u,-0.2
Cc1cccc(Cn2c(SCCC(=O)O)nc3c2c(=O)[nH]c(=O)n3C)c1,u,-1.0
CCOc1ccc(S(=O)(=O)NCC(C)O)c2ccccc12 (stereo unspecified),3.3%,15.7
CCC(CC)C(=O)Oc1ccc2c(=O)c(Oc3cccc(C)c3)coc2c1,17.3%,-7.7
N#C/C(=C/c1cccc(OCc2ccccc2)c1)c1nc2ccccc2[nH]1,-36.5%,0.6
Cc1cc(C)n(-c2nc3ccccc3nc2N2CCN(Cc3ccccc3)CC2)n1,14.2%,-5.5

# Source: PubChem BioAssay (National Center for Advancing Translational Sciences (NCATS))
